Source: PubChem (National Center for Advancing Translational Sciences (NCATS))
GAA inh: inhibitors of human lysosomal alpha-glucosidase; P10253; purified human GAA, 4-MU-alpha-glucoside fluorescence; Potency, µM (highest dose often 76.9 µM), for inactives: top-dose activity change, negative = inhibition, hits mostly inhibitors; 200,000 tested, 0.005% active;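 note: plate controls were uninhibited enzyme wells for no effect and no-enzyme background for full effect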
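Human alpha-glucosidase, 4 nM, pre-mixed with test compounds before 400 uM 4-methylumbelliferyl substrate; 20 min room temperature at pH 5.0. Fluorescence read after pH 10 stop; AC50 values from Hill-equation fits.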
GAA glycogen: inhibitors or activators of human alpha-glucosidase glycogen cleavage | P10253 | recombinant GAA, glycogen substrate, Amplex Red glucose oxidase fluorescence | Potency, µM (top dose mostly 76.4 µM), inactives show top-dose activity change, negative = inhibition, most hits filed as inhibitors | 300,000 tested, 0.38% active | AID 2100;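 note: 0% = full enzyme reaction and -100% = no-enzyme basal signal; the screen sought inhibitors and activators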
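Recombinant enzyme (4 nM final) with compounds titrated up to 77 uM and bovine liver glycogen (30 ug) in citrate pH 5.0, 0.01% Tween-20, 37 C 40 min. Released glucose detected by Amplex Red/glucose oxidase (Ex 573/Em 610); AC50 from Hill fits.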
Epigenetic derep: regulators of epigenetic silencing causing reporter derepression in mouse cells | murine LDR cells, GFP reporter derepression, 30 h | Potency, µM (titrated, usually from 53.9 µM), for the others: top-dose GFP activation, most hits filed as activators | 280,000 tested, 0.2% active | AID 1865; note: % of control where 0% means no effect; nearly all actives have a fitted effect of over 60% in size
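Murine LDR cells bearing a silenced CMV-driven GFP reporter were exposed to compound for 30 h at 37 C. After PBS washes, GFP-positive cells (20-120 um objects) counted by laser-scanning microplate cytometry.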
Tau fluor counter: counter-screen for tau fibril formation inhibitors. tau K18 P301L (four-repeat tau fragment) Alexa594 fluorescence, heparin fibrillization. Potency, µM (top dose mostly 57.7 µM), inactives show at the top dose activity change, negative = decrease. 280,000 tested, 0.93% active. AID 1463; note: % is set by controls: 0 for no effect and ±100 for the full control effect; nearly all actives have a fitted effect of over 55% in size
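Human K18 P301L tau (15 uM unlabeled plus 0.24 uM Alexa 594-labeled, final) in 100 mM sodium acetate pH 7 was mixed with compound and 20 uM heparin and incubated 6 hr at 37 C.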
aGlu spleen mod: lysosomal alpha-glucosidase (human) modulation; 240,000 tested, 0.006% active; human spleen homogenate, 4-MU-alpha-glucoside fluorescence; Potency, µM (series often up to 79.9 µM), for inactives: top-dose activity change, negative = inhibition, most hits filed as inhibitors; P10253;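 note: 0% = enzyme with vehicle and -100% = no enzyme basal signal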
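AC50 values come from Hill-equation fits of concentration-response data, normalized to no-enzyme and full-activity controls. Enzyme source: 1 ug human spleen homogenate; 1 mM fluorogenic 4-MU glucoside, pH 5.0 citrate buffer, 37 C, 40 min.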
ALDH1A1 inh: ALDH1A1 (human) enzyme inhibition | P00352 | Potency, µM (series often up to 75.3 µM), without a hit: at the highest dose activity, negative = inhibition, hits mostly inhibitors | Purified ALDH1A1, NADH fluorescence, propionaldehyde substrate | 220,000 tested, 7.3% active; active = well fitted inhibition curve with a large enough effect, not every such curve was filed as active; inconclusive = small, poorly fitted or top-dose-only effect, or another doubt; inactive = no such curve, though single readings can be large or run the other way;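 note: plate controls were no enzyme wells and a reference inhibitor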
aGal spleen mod: inhibitors or activators of human alpha-galactosidase in spleen homogenate | AID 2107 | 240,000 tested, 0.008% active | Potency, µM (series often up to 80 µM), for the others: at the highest dose activity change, negative = inhibition, hits mostly inhibitors | human spleen homogenate, 4MU-alpha-Gal fluorescence, 40 min | P06280;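 note: 0% = enzyme with vehicle and -100% = no enzyme basal signal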
Target sequence (P06280 32-429 limits assumed): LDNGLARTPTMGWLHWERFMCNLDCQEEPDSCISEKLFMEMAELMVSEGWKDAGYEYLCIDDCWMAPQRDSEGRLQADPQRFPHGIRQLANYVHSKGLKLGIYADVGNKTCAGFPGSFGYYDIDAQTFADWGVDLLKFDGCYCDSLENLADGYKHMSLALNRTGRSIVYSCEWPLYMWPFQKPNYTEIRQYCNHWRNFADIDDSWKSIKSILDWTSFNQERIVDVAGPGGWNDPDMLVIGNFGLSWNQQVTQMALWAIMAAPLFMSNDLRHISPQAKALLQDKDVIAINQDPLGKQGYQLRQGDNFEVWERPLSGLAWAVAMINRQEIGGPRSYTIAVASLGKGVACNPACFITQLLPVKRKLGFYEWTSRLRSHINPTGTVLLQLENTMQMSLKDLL
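Human spleen homogenate (1 ug) as enzyme source, 4-methylumbelliferyl-alpha-D-galactopyranoside 1 mM final, citrate/phosphate pH 5.0 with 0.01% Tween-20. Compounds 40 min at 37C, NaOH/glycine stop; fluorescence Ex 365/Em 440, Hill-fit AC50.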
NPSR antag: blocks cAMP signaling of the human neuropeptide S receptor. Potency, µM (series often up to 38.3 µM), for inactives: at the highest dose activity change, negative = inhibition, usual class: inhibitors. 220,000 tested, 1% active. Q6W5P4. CHO-NPSR cells, cAMP TR-FRET, antagonist mode; note: % is set by controls: 0 for no effect and ±100 for the full control effect; nearly all actives have a fitted effect of over 50% in size; many of its hits are not listed in these tables
Target sequence (Q6W5P4 whole entry, looked up): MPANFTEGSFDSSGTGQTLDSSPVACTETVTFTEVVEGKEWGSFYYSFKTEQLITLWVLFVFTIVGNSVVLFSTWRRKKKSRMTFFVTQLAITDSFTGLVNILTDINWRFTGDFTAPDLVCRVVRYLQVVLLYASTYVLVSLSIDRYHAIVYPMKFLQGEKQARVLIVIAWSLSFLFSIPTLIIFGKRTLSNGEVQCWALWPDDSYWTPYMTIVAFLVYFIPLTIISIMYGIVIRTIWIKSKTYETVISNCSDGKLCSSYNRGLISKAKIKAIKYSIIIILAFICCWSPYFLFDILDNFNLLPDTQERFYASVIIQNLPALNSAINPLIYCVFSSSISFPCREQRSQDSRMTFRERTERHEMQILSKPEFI
The depositor's hits bear a star; ? = inconclusive; · = no result given; & = joins results of further samples; [ ] = another dose, or the depositor's remark. Unless noted, calls come from the whole dose curve; as a rule, active = well fitted curve in the direction sought with a large enough effect; inconclusive = small, poorly fitted or top-dose-only effect, or another doubt; inactive = no such curve, though single readings can be large; an effect the other way counts as inactive or inconclusive. Potency is the fitted concentration of half-maximal effect. Some of the compounds tested, so the mix of outcomes need not match the whole.

no.	Compound	GAA inh	GAA glycogen	Epigenetic derep	Tau fluor counter
1	S=c1[nH]nc(Cc2c[nH]c3ccccc23)o1	0%	-22%	-0.6%	-11%
2	COC1(c2cc(-c3ccccc3)nc(N)n2)CCCCC1	-12%	-12%	3.6%	-5%
3	O=C(c1ccco1)N1CCN(CC(O)COc2ccc3oc4ccccc4c3c2)CC1 (stereo unspecified)	1%	7%	0.9%	-16%
4	CCOCCCNC(=O)C1CCN(S(=O)(=O)CC)CC1	0%	-1%	-1.1%	-14%
5	C=CCn1cccc(C(=O)Nc2cc(OC)cc(OC)c2)c1=O	-8%	-8%	-1.4%	1%
6	Cc1ccc(SCC(=O)NCc2ccc(F)cc2)cc1	4%	-12%	-3.3%	2%
7	CC1=C(C(=O)Nc2ccc(Cl)cc2)C(c2ccco2)NC(=O)N1 (stereo unspecified)	-5%	-6%	-1.0%	3%
8	Cc1ccc(OCCN2CCN(c3nc(NCc4ccco4)c4ccccc4n3)CC2)cc1	?	3%	-0.9%	?
9	CCOc1ccc(NC(=O)C2(c3ccc(OC)c(OC)c3)CCCC2)cc1	1%	9%	2.0%	-19%
10	O=c1cccc(-c2ccc(Br)cc2)o1	-6%	-1%	-1.0%	-2%
11	COCc1cc(=O)[nH]c(Nc2nc3ccccc3o2)n1	?	9%	6.6%	-10%
12	O=C(NCCO)/C(=C/c1ccc(Br)cc1)NC(=O)c1cccs1	-6%	0%	0.0%	4%
13	CC(=O)Nc1ccc(-c2ccnc(-c3ccc(NC(C)=O)cc3)n2)cc1	?	-6%	-2.8%	-9%
14	Cc1ccc(CNC(=O)C(C)OC(=O)c2ccco2)cc1 (stereo unspecified)	-4%	5%	1.5%	7%
15	COc1cc(C2C(C(=O)c3ccc(C)o3)=C(O)C(=O)N2c2cc(C)on2)cc(OC)c1OC (stereo unspecified)	0%	9%	-1.1%	-14%

no.	aGlu spleen mod	ALDH1A1 inh	aGal spleen mod	NPSR antag
1	1%	?	5%	-12%[46.1 µM]
2	2%	12%	4%	-26%[46.1 µM]
3	1%	-10%	-1%	-3%[46.1 µM]
4	1%	9%	3%	2%[46.1 µM]
5	-2%	-3%	-4%	-13%
6	-10%	1%	3%	5%
7	-3%	7%	4%	0%[46.1 µM]
8	-3%	?	1%	?
9	0%	0%	0%	-1%
10	7%	23%	-4%	17%[46.1 µM]
11	-6%	15%	-2%	-20%[46.1 µM]
12	2%	11%	-3%	-18%[46.1 µM]
13	3%	4%	3%	6%
14	7%	3%	8%	?
15	-6%	?	1%	-24%[46.1 µM]

Entries of single compounds, quoted from the list. Values in the order: GAA inh, GAA glycogen, Epigenetic derep, Tau fluor counter, aGlu spleen mod, ALDH1A1 inh, aGal spleen mod, NPSR antag
Record of O=C(c1ccco1)N1CCN(CC(O)COc2ccc3oc4ccccc4c3c2)CC1 (stereo unspecified) = 1%, 7%, 0.9%, -16%, 1%, -10%, -1%, -3%[46.1 µM]
Record of CCOCCCNC(=O)C1CCN(S(=O)(=O)CC)CC1 = 0%, -1%, -1.1%, -14%, 1%, 9%, 3%, 2%[46.1 µM]

Continuation:
no.	Compound	GAA inh	GAA glycogen	Epigenetic derep	Tau fluor counter
16	CC(C)C1N=C2c3ccccc3N=C(SCC(=O)NCCc3ccc(S(N)(=O)=O)cc3)N2C1=O (stereo unspecified)	?	6%	0.8%	-3%
17	CCOC(=O)Cc1[nH]nc2c1C(c1cc(OC)ccc1OC)C(C#N)=C(N)O2 (stereo unspecified)	0%	-16%	1.6%	-11%
18	CC(=O)c1ccc(NC(=O)CNCC(c2ccccc2)N(C)C)cc1 (stereo unspecified)	-1%	-7%	0.2%	-9%
19	O=C(NN=C1C2CC3CC(C2)CC1C3)c1ccncc1	4%	?	-2.4%	5%
20	CCCCCC[n+]1c(-c2ccccc2)csc1Nc1ccccc1	-18%	-12%	1.0%	-13%
21	Cn1c(C(=O)NC2CCCCC2)cc2c(=O)n(C)c3ccccc3c21	2%	-2%	1.0%	-8%
22	COc1cccc(C(=O)Nc2ccc(N3CCN(Cc4ccccc4)CC3)cc2)c1	-9%	-17%	-0.5%	?
23	Cc1sc(NC(=O)Cn2nc(C(F)(F)F)cc2C)c(C(=O)OC(C)C)c1C	3%	-7%	5.6%	-5%
24	CC1CCc2nc(NC(=O)CN3CCN(c4ccc(F)cc4)CC3)sc2C1 (stereo unspecified)	-10%	-5%	0.9%	?
25	CCOc1cc(/C=N/NC(=O)c2ccncc2)ccc1OC(=O)c1ccc([N+](=O)[O-])cc1	10%	-9%	0.9%	?
26	O=C(c1cc2ccccc2oc1=O)N(Cc1cccs1)C1CCS(=O)(=O)C1 (stereo unspecified)	0%	3%	0.0%	-2%
27	C=CCn1c(=O)/c(=C\c2ccsc2)s/c1=C(/C#N)C(=O)NCCN1CCOCC1	10%	-2%	1.8%	-13%
28	CCOc1ccc(C(=O)C(C)=O)c(OCC)c1	-13%[15.4 µM]	4%	3.4%	6%
29	C=CCNC(=O)CSc1nc2scc(-c3ccco3)c2c(=O)n1CC=C	·	3%	2.1%	-3%
30	CCOC(=O)c1ccc2ncc(C(=O)OCC)c(NCc3ccco3)c2c1	-3%	-4%	-1.9%	-9%

no.	aGlu spleen mod	ALDH1A1 inh	aGal spleen mod	NPSR antag
16	10%	?	?	-13%[46.1 µM]
17	0%	2%	-1%	-7%[7.67 µM]
18	2%	?	4%	23%
19	-11%	-8%	-5%	1%[46.1 µM]
20	-8%	-9%	11%	-4%[46.1 µM]
21	-5%	6%	-8%	-10%[46.1 µM]
22	-11%	-10%	-7%	-8%[46.1 µM]
23	-9%	25%	-3%	?
24	-7%	?	9%	-13%[46.1 µM]
25	1%	20%	6%	-1%[46.1 µM]
26	-4%	-8%	-7%	-8%[46.1 µM]
27	-10%	-10%	-8%	-10%[46.1 µM]
28	5%	-6%	2%	24%
29	4%	·	-5%	-8%
30	-7%	?	8%	-29%[46.1 µM]

Part of the list above, with two lines to a compound.
Under each structure: GAA inh	GAA glycogen	Epigenetic derep	Tau fluor counter	aGlu spleen mod	ALDH1A1 inh	aGal spleen mod	NPSR antag
24	CC1CCc2nc(NC(=O)CN3CCN(c4ccc(F)cc4)CC3)sc2C1 (stereo unspecified)
 : -10%	-5%	0.9%	?	-7%	?	9%	-13%[46.1 µM]
19	O=C(NN=C1C2CC3CC(C2)CC1C3)c1ccncc1
 : 4%	?	-2.4%	5%	-11%	-8%	-5%	1%[46.1 µM]
20	CCCCCC[n+]1c(-c2ccccc2)csc1Nc1ccccc1
 : -18%	-12%	1.0%	-13%	-8%	-9%	11%	-4%[46.1 µM]

(list continues)
no.	Compound	GAA inh	GAA glycogen	Epigenetic derep	Tau fluor counter
31	Cc1ccc2nc(-c3ccc(N4C(=N)SC5CS(=O)(=O)CC54)cc3)sc2c1 (stereo unspecified)	5%	10%	0.0%	-2%
32	Cc1cc(C)cc(NS(=O)(=O)c2ccc3[nH]cc(C(=O)N4CCc5ccccc54)c(=O)c3c2)c1	-1%	-4%	1.9%	?
33	CSc1nnc(C)c(/C=C/Nc2ccc(F)cc2)n1	-6%	-5%	0.0%	-22%
34	COc1ccc(C(=O)Nc2ccc(OCC(F)(F)C(F)F)c(C(F)(F)F)c2)cc1OC	-15%	-25%	-1.2%	?
35	O=c1[nH]c2cc(Cl)ccc2c(O)c1-c1cccc(Oc2ccccc2)c1	·	·	5.2%	-1%
36	CCc1nnc(NS(=O)(=O)c2ccc(N=Cc3c(C)[nH]n(-c4ccc(C)c(C)c4)c3=O)cc2)s1	-5%	-13%	0.0%	-6%
37	CCn1c(CSc2nc3ccccc3s2)n[nH]c1=S	7%	-8%	-3.0%	-14%
38	COc1ccc2cc(S(=O)(=O)NCCCN3CCOCC3)ccc2c1	-1%	14%	-0.3%	-4%
39	CCn1c(C)c(P(=O)(N2CCOCC2)N2CCOCC2)c2ccccc21	-2%	13%	-2.6%	11%
40	COc1cccc(N2CCN(C(=O)C3CCN(S(=O)(=O)c4cccs4)CC3)CC2)c1	-3%	6%	-4.4%	-20%
41	COc1ccc(C(=O)NNC(=O)CSc2nnc(COc3ccc4ccccc4c3)n2C)cc1	?	13%	-0.8%	2%
42	Cc1cc(=O)[nH]c(N/N=C/c2c(O)n(-c3ccccc3)c(=O)c3ccccc23)n1	-9%	?	-1.3%	-15%
43	CCOC(=O)N1CCN(C(=O)CS(=O)(=O)Cc2nc(-c3ccccc3C)oc2C)CC1	-2%	2%	0.0%	0%
44	CCN1CCN(c2ccc(NC(=O)c3ccc(C#N)cc3F)cc2Cl)CC1	-1%	0%	-0.1%	-14%
45	O=C(C1CCCN(S(=O)(=O)c2cccc3nonc23)C1)N1CCN(c2ccccc2Cl)CC1 (stereo unspecified)	-10%	10%[76.3 µM]	1.2%&1.0%	?
46	Cc1ccc(-c2csc3nc(CN(C)Cc4ccccc4)[nH]c(=O)c23)cc1	4%	-6%	-0.4%	-15%
47	CCCCCCN(C(=O)CCCCCN1C(=O)NC(c2ccc(-c3ccccc3)cc2)C(C(=O)OCc2ccccc2)=C1C)C(C(=O)NCCCC)c1ccc(O)c(C(=O)OC)c1 (stereo unspecified)	·	5%	1.6%&1.5%	-5%&-6%
48	CC(NC(=O)c1ccc(N)cc1)c1ccccc1 (stereo unspecified)	-13%	-14%	1.3%	-8%

no.	aGlu spleen mod	ALDH1A1 inh	aGal spleen mod	NPSR antag
31	-3%	?	-8%	?
32	-4%	10µM*	-2%	12%
33	-4%	-7%	-5%	-9%[46.1 µM]
34	-4%	3%	-7%	-2%[46.1 µM]
35	7%&3%	9%	-8%&8%	·
36	-9%	11µM*	-3%	-33%
37	-1%	?	-1%	-8%[46.1 µM]
38	1%	-2%	4%	?
39	-28%	16%	-25%	17%
40	4%	-2%	1%	0%
41	2%	8%	4%	-12%[46.1 µM]
42	-4%	?	-9%	-12%
43	-2%	-3%	2%	-1%[46.1 µM]
44	2%	-4%	3%	18%
45	-1%	?	11%	-30%
46	-4%	?	-5%	-36%
47	-1%&3%	0%	3%&5%	-1%
48	1%	5%	1%	15%
